Peg3 prom inh – reduces Peg3 promoter-driven luciferase expression in HeLa; inhibition, % at 20 µM; HeLa PEG-Prom luciferase reporter, luminescence, overnight; actives 1.7% (n = 360,000); AID 588405;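 active = inhibition of at least 50% at 20 µM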
NR2E3 ag-1 – activates human photoreceptor nuclear receptor NR2E3; AID 2300; Q9Y5X4; GST-NR2E3/biotin-RetCOR TR-FRET, 1536-well; inhibition of corepressor binding, % at 4.78 µM; actives 0.12% (n = 320,000);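 active = percent inhibition above the cutoff of mean plus 3 SD of all tested compounds, set per screening campaign, cut at about 20% in these data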;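 note: 0% = DMSO wells and 100% = biotin wells as full block of FRET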
Target sequence (Q9Y5X4 whole entry, looked up): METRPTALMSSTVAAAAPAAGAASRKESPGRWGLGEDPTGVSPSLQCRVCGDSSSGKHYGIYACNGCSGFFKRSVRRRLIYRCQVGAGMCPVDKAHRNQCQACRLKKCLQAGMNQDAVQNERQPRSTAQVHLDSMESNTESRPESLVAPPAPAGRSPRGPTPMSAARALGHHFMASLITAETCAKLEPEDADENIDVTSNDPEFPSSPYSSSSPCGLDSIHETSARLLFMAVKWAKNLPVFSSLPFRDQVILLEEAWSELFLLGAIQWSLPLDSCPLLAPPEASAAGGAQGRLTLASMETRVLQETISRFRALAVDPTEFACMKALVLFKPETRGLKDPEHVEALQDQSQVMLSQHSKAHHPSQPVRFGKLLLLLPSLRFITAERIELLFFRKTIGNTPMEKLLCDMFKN
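Assay system: NR2E3–RetCOR corepressor complex. Quantity: 1.35 nM GST-NR2E3. Buffer or medium: pH 7.5 Tris-based buffer. Reagent: biotinylated RetCOR corepressor at 7 nM final. Schedule: 5 h at 4 °C. Detection: TR-FRET, emission read at 617 and 671 nm. Replicates: one well per compound, singlicate testing.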
KKLEB tox – CF airway cell cytotoxicity counter-screen | actives 0.36% (n = 360,000) | activity change (cytotoxicity), % at 5 µM | AID 602141 | KKLEB CF airway cells viability, ATPlite luminescence, overnight; hits give low values; cells stimulated with P. aeruginosa culture filtrate;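 active = corrected activity change at or below -50% at 5 µM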
LMP1 NFkB inh – reduces LMP1-driven NF-kappaB luciferase signal. LMP1-induced NF-kappaB luciferase reporter cells, luminescence. actives 0.69% (n = 350,000). AID 504558. inhibition, % at 12.5 µM; in the data active = inhibition above about 41%;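 note: 0% = neutral control wells and 100% = reference inhibitor control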
HIF-2a inh – blocks HIF-2a reporter activity; 786-0 RCC cells HIF-2a reporter, luciferase luminescence, overnight; inhibition, % at 18.8 µM; actives 0.72% (n = 360,000); AID 624352;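 active = inhibition of the luminescence signal of 40% or more relative to plate controls, in a single-dose primary screen at 18.75 µM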
TRAIL sens C8 – caspase-8 TRAIL sensitization; NB7+C8 cells + TRAIL, ATPlite viability luminescence; inhibition (viability loss, TRAIL sensitization), % at 10 µM; actives 1% (n = 360,000);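 active = compounds causing at least 50% loss of cell viability in the single-dose screen, relative to plate controls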
Shn3 3UTR inh – Schnurri-3 reporter inhibition in Clone20 osteoblasts. inhibition, % at 12.5 µM. actives 0.52% (n = 360,000). Clone20 osteoblast Shn3 3'UTR firefly luciferase, 24 h;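 active = mean inhibition of at least 75% with every replicate also reaching 75%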;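 note: 0% = median of neutral control wells and 100% = pilot-screen positive control compound; some compounds past the cut are filed as inactive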
MITF TRPM1 inh – MITF TRPM1 promoter inhibition in SK-MEL-5 cells. AID 488899. actives 0.83% (n = 330,000). SK-MEL-5 TRPM1 promoter luciferase, 24 h. inhibition, % at 12.5 µM;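 active = mean inhibition across replicates of 60% or more, whatever share of single replicates reaches that level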; note: values of inactives mirror those of a sister screen read the other way
NR2E3 ag-2 – activates human NR2E3 receptor; inhibition of corepressor binding, % at 3.98 µM; Q9Y5X4; actives 0.35% (n = 360,000); AID 602229; CHO-S Gal4-NCOR/VP16-NR2E3 two-hybrid, luciferase;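 active = inhibition above the mean of all tested compounds plus 3 SD, cut at about 70% in these data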;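 note: 0% = DMSO with NR2E3 transfected cells and 100% = cells lacking NR2E3 construct; higher means lower luciferase signal from less NR2E3 corepressor binding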
hiPSC survival – enhancers of human iPSC single-cell survival. hiPSC single-cell survival, ATPlite luminescence; 100% = ROCK inhibitor wells, 0% = DMSO. AID 602274. survival enhancement, % at 20 µM. actives 0.044% (n = 360,000); in the data active = survival enhancement above about 18%;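 note: cells exposed to compounds for 16 hours before the ATP read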
CF NFkB inh – cystic fibrosis NF-kB activation inhibition; KKLEB NF-kB-GFP reporter, PAF-induced, GFP fluorescence overnight; inhibition, % at 5 µM; actives 0.86% (n = 360,000); AID 588850;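 active = at least 50% inhibition at 5 µM, scaled per plate between neutral and stimulator controls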;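 note: PAF is a Pseudomonas aeruginosa culture filtrate used as stimulus; plate controls were PAF-stimulated DMSO wells for no effect and unstimulated DMSO wells for full effect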
Numbers without * were called inactive; nt = not tested or not shown. This is a subset; rates above refer to the full screens.

SMILES	Peg3 prom inh	NR2E3 ag-1	KKLEB tox	LMP1 NFkB inh	HIF-2a inh	TRAIL sens C8	Shn3 3UTR inh	MITF TRPM1 inh	NR2E3 ag-2	hiPSC survival	CF NFkB inh
O=C(CN1CCCc2ccccc21)Nc1ccc(F)cc1[N+](=O)[O-]	22	2	-6	1	14	-6	12	13	2	2.1	4
Cc1sc2nc(SCC(=O)OC(C)C)n(C)c(=O)c2c1C	-12	nt	-4	47*	-1	-1	7	6	-13	6.5	-10
COC(=O)c1ccc(NC(=O)CSc2ccc(-c3ccccn3)nn2)cc1	-13	0	1	0	-47	16	-8	-1	-19	0.8	-35
O=C1C=C(c2ccc3c(c2)OCO3)CCC1	-45	-1	-5	-3	-44	7	-34	-11	-4	-2.1	-26
CCn1nnnc1SCC(=O)Nc1ccc2c(c1)OCCO2	-142	0	1	-4	-116	-5	-48	-36	-66	-1.9	0
Cc1ccccc1NC(=O)CCS(=O)(=O)c1cccc2nonc12	6	3	-2	-1	3	-14	-8	7	-4	-0.6	2
O=C(OCCN1C(=O)c2ccccc2C1=O)c1cnccn1	4	2	4	0	11	0	1	-1	-2	1.1	2
O=C(c1ccc([N+](=O)[O-])s1)N1CCCc2ccccc21	-7	-1	-6	-7	-15	21	4	70*	-7	-0.4	5
C[C@H](CO)N1C[C@H](C)[C@@H](CN(C)C(=O)Nc2ccc(C(F)(F)F)cc2)Oc2ccc(NC(=O)C3CC3)cc2C1=O	-3	nt	-9	-4	-10	9	2	11	17	-2.4	21
O=C1CCN(C(=O)c2cccs2)c2ccccc21	6	-3	9	9	3	-8	-12	6	-6	2.8	2
COc1ccc(CC(=O)Nc2ccc(S(=O)(=O)Nc3ncccn3)cc2)cc1	-6	3	-1	1	14	-6	1	-1	-42	2.0	-12
Cc1cn([C@H]2C[C@H](O)[C@@H](CCC(=O)NCCc3cccs3)O2)c(=O)[nH]c1=O	2	nt	10	nt	8	-14	16	nt	1	0.1	-26
C/C(=N\NC(=O)c1cc(C2CC2)nc2ccccc12)c1ccc(C)s1	20	-2	-1	-3	20	24	2	6	-75	-1.0	-4
CC(C)c1ccccc1NC(=S)NCCCn1ccnc1	-14	2	-4	-2	13	-1	-8	4	8	1.3	10
Nc1ccc(C(=O)OCC(=O)NC2CC2)cc1[N+](=O)[O-]	-24	0	0	-6	3	6	-9	4	3	-0.8	0
CSc1nc2ccccc2n1CC(=O)N1CCCCC1	12	-2	-6	-2	12	8	-1	-4	-7	-1.2	7
COC(=O)CCCN1C(=O)NC(c2ccc(-c3ccccc3)cc2)C(C(=O)OCc2ccccc2)=C1C (configuration not stated)	20	nt	-20	5	9	2	17	-5	-4	0.9	38
Cc1cccc(-c2nnc(SCCC(=O)N3CCOCC3)o2)c1	14	0	4	9	49*	-3	-20	7	10	-2.3	-11
CC(=O)N(C)c1nnc(-c2cnccn2)s1	-18	2	-2	3	-20	4	-14	0	-21	0.0	4
O=C(COC(=O)Cn1cnc2ccccc2c1=O)NCC12CC3CC(CC(C3)C1)C2	-9	0	2	5	14	-3	-44	0	-8	-0.2	-2
CCOC(=O)c1sc2nc(C)n(N)c(=O)c2c1C	-20	4	-5	-5	-47	-7	-13	-8	-27	3.3	-3
COc1cccc(C(O)c2nc(/C=C/c3ccccc3)cs2)c1 (configuration not stated)	-136	nt	-2	nt	-184	2	-27	nt	-27	3.4	-2
O=C(COC(=O)c1ccc(F)c(S(=O)(=O)N2CCCCC2)c1)NCc1ccc(F)cc1	15	-4	-5	3	13	-5	-3	-5	-23	-0.8	2
COc1ccc(-c2nnn(Cc3ccccc3F)n2)cc1	-320	5	5	-39	-301	5	-47	-103	-98	0.3	-5
Cc1ccnc(N2CCCC(C(=O)NCc3cccs3)C2)n1 (configuration not stated)	5	3	1	2	12	-16	-2	6	13	1.1	-6
CC(=O)NC(CC(=O)NNC(=O)COc1c(C)cccc1C)c1ccccc1 (configuration not stated)	23	nt	2	-5	7	-13	4	7	-24	-1.3	-5
C[C@@H]1CN([C@@H](C)CO)C(=O)c2cc(/C=C/c3ccccc3)cnc2O[C@@H]1CN(C)S(=O)(=O)c1ccc(F)cc1	5	nt	4	-1	4	-13	9	nt	-15	-2.8	14
Cc1cccc(N2CCN(C(=O)C3COc4ccccc4O3)CC2)c1C (configuration not stated)	-29	1	12	5	-52	-1	-4	-25	-24	-1.2	3
COC(=O)C1=C(C)N(c2ccc(S(N)(=O)=O)cc2)C(=O)C1	4	3	-9	1	7	-7	-1	-1	-8	-1.2	-7
CN1C2CCC1CC(NC(=O)c1cc(S(=O)(=O)N(C)C)c(Cl)cc1Cl)C2 (configuration not stated)	5	2	-1	0	4	-21	-25	4	-3	0.6	19
CCc1nn(CCCC(=O)Nc2ccc(C)c(C)c2)c(=O)c2cc3occc3n12	-7	-3	18	10	0	13	4	-10	-22	0.0	-17
CSc1cccc(CN2CCN(Cc3ccc(F)c(F)c3)C(CCO)C2)c1 (configuration not stated)	13	0	0	-9	9	10	2	-3	-30	-0.2	17
CCC1CCCCN1S(=O)(=O)c1ccc(C(=O)Nc2nnc(-c3cccs3)o2)cc1 (configuration not stated)	36	-2	-5	31	23	13	81	40	4	-0.1	24
O=C(Oc1ccc2ccc(O)cc2c1)C1CCCCC1	-3	-1	-9	-2	9	23	-2	16	-5	-0.6	-4
CCOc1ccc(OCc2cccc(C(=O)N3CCOCC3)c2)cc1	21	-2	-11	84*	65*	65*	70	56	-199	-3.4	15
Cc1ccc(NC(=O)C2=CC(c3cccs3)=NS(=O)(=O)N2C)cc1	-36	2	-7	-2	-65	-3	-11	8	-22	-3.1	13
CCc1c(C)nc(SCC(=O)Nc2ccc3c(c2)OCCO3)[nH]c1=O	-1	-5	-6	-9	0	2	-3	4	-19	0.5	-12
O=S(=O)(Cc1ccccc1Cl)N1CCCC1	-8	3	-2	-1	6	-6	-6	-11	20	-0.8	26
Cn1c2c(c(=O)n(C)c1=O)C(c1ccccc1F)C(C#N)=C(N)O2 (configuration not stated)	8	5	-6	-3	9	-4	2	17	5	-2.7	-9
Cc1cccc(N2CCN(Cc3nc(-c4ccc(F)cc4F)oc3C)CC2)n1	6	1	9	-3	-3	9	4	3	-6	-0.1	8
O=C(/C=C/c1ccccc1)c1cc(Br)ccc(=O)c1O	40	-2	-2	9	16	3	28	50	0	-2.6	-1
COc1ccc(S(=O)(=O)N2CCC(C(=O)NCCc3ccccc3)CC2)cc1OC	13	2	5	6	2	-14	-4	9	0	-1.0	-3
COC(=O)C(NS(=O)(=O)c1ccc(F)cc1)c1ccccc1 (configuration not stated)	10	1	-3	7	27	5	-5	6	7	0.2	8
C=C1CC2(OC1=O)c1ccccc1CCc1ccccc12	97*	nt	-85*	27	90*	91*	100*	108*	4	-3.7	89*
COC(=O)Nc1[nH]ncc1[N+](=O)[O-]	-2	-1	8	-3	8	-17	-3	3	7	-0.6	21
COc1cccc(NC(=O)NCc2ccc(F)cc2)c1	-74	2	-22	-10	-102	-3	-6	-2	-7	0.2	-9
Cc1cccc(C)c1NC(=O)COC(=O)c1ccccc1[N+](=O)[O-]	-8	-1	2	-19	19	-8	-18	-11	-25	0.6	10
COc1cccc(C(=O)NCCS(=O)(=O)N2CCC(C)CC2)c1	1	-5	1	-8	3	6	-8	-8	-10	-0.1	8
COc1ccc(C(=O)N2CCC(C(=O)Nc3ccccc3OC)CC2)cc1	-7	-1	5	1	16	-6	1	8	2	-1.5	10
CCCN1CCC(=O)N([C@H](CSc2ccc(OC)cc2)Cc2ccccc2)CC1	6	1	-2	3	-5	13	56	0	8	1.9	8
Cc1ccc(CN2CCN(Cc3ccccn3)CC2CCO)cc1 (configuration not stated)	12	1	-10	-2	15	1	-10	-1	-6	-0.3	-7
CCCCC(=O)N(C)c1c(C)nc2ccc(C(=O)NCc3ccccc3OC)cn12	7	nt	5	nt	11	3	-18	nt	-11	1.8	-14
CC(C)Oc1ccc(C(=O)Nc2nc3ccccc3[nH]2)cc1	37	0	-50*	70*	55*	92*	47	80*	-33	-0.5	-12
CCCCCC(=O)Nc1nnn(CCC)n1	6	2	8	-6	11	11	9	-8	-21	4.1	7
COc1ccc(-c2cc(C(=O)Nc3cc(C)n(Cc4ccc(Cl)cc4)n3)no2)cc1OC	-5	3	-40	22	-7	25	9	5	-19	-2.3	35
CCC(NC(=O)c1ccccc1NC(=O)C(C)(C)C)C(=O)N1CCCC1 (configuration not stated)	13	-2	-3	-8	0	-11	1	-5	3	-0.4	4
CCOC(=O)c1cnc2c(c(C)nn2-c2ccc(C)cc2)c1Cl	101*	nt	-3	4	6	13	-26	21	-1	0.5	23
COc1ccc(CCN(C)C(=O)c2cc(S(=O)(=O)N3CCCCC3)ccc2Cl)cc1OC	9	-1	-2	5	23	6	27	-2	-19	-0.2	16
CC[C@]12c3[nH]c4cc(-c5ccco5)ccc4c3CCN1C(=O)[C@@H](CC(=O)NC(C)(C)C)C[C@@H]2C(=O)N1CCN(C(=O)c2ccco2)CC1	-2	nt	4	-5	0	2	-4	2	4	2.3	14
C/C=C/c1ccc(OCC(=O)OCc2csc(Nc3ccc(C)cc3)n2)c(OC)c1	-149	1	-7	-14	-143	-2	-82	-36	-64	-1.3	7

Entries from the list above that have a tert-butyl group, in the order listed:
SMILES	Peg3 prom inh	NR2E3 ag-1	KKLEB tox	LMP1 NFkB inh	HIF-2a inh	TRAIL sens C8	Shn3 3UTR inh	MITF TRPM1 inh	NR2E3 ag-2	hiPSC survival	CF NFkB inh
CCC(NC(=O)c1ccccc1NC(=O)C(C)(C)C)C(=O)N1CCCC1 (configuration not stated)	13	-2	-3	-8	0	-11	1	-5	3	-0.4	4
CC[C@]12c3[nH]c4cc(-c5ccco5)ccc4c3CCN1C(=O)[C@@H](CC(=O)NC(C)(C)C)C[C@@H]2C(=O)N1CCN(C(=O)c2ccco2)CC1	-2	nt	4	-5	0	2	-4	2	4	2.3	14

Returning to the listing with the 2 entries that preceded the break.
SMILES	Peg3 prom inh	NR2E3 ag-1	KKLEB tox	LMP1 NFkB inh	HIF-2a inh	TRAIL sens C8	Shn3 3UTR inh	MITF TRPM1 inh	NR2E3 ag-2	hiPSC survival	CF NFkB inh
CC[C@]12c3[nH]c4cc(-c5ccco5)ccc4c3CCN1C(=O)[C@@H](CC(=O)NC(C)(C)C)C[C@@H]2C(=O)N1CCN(C(=O)c2ccco2)CC1	-2	nt	4	-5	0	2	-4	2	4	2.3	14
C/C=C/c1ccc(OCC(=O)OCc2csc(Nc3ccc(C)cc3)n2)c(OC)c1	-149	1	-7	-14	-143	-2	-82	-36	-64	-1.3	7
C#CCn1c(=NC(=O)CN2C(=O)CCC2=O)sc2cc(S(N)(=O)=O)ccc21	15	0	-9	2	3	-4	-31	-16	12	0.5	16
CC(C)c1ccc2[nH]c(O)c(N=NC(=O)c3cccc(S(=O)(=O)Nc4ccc(Cl)cc4)c3)c2c1	16	0	-4	-2	9	20	-9	-6	5	-0.3	-5
C=CCNC(=O)C1CCCN(S(=O)(=O)c2ccc(-n3cnnn3)cc2)C1 (configuration not stated)	-2	3	-24	5	-4	1	-12	9	-11	0.9	3
O=[N+]([O-])c1cnc2nc(-c3ccncc3)nn2c1O	31	0	17	11	32	0	11	18	-29	-0.2	-4
